Compound activity: PubChem, several laboratories
STAT3 act: activators of IL-6 induced STAT3 signaling | U3A cells, IL-6 STAT3-luciferase reporter, luminescence; 100% = signal with IL-6 EC80 alone | activation (% of control), % at 5.6 µM | 190,000 tested, 0.91% active;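 active = activation above the screen-wide mean of compound activation plus 3 SD, cut at about 130% in these data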;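 note: 0% = background luminescence of wells with medium and substrate only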
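Test system: STAT3-luciferase reporter U3A cells; Detection: reporter luminescence signal; Times: 1 h compound pre-exposure, 6 h IL-6 stimulation, 37 °C; Benchmarks: IL-6-only high control; Also added: IL-6 stimulus at 33 ng/mL final.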
STAT1 blocker: inhibitors of IFN-gamma induced STAT1 signaling; NIH 3T3 STAT1-luciferase reporter, luminescence; inhibition, % at 5.5 µM; 200,000 tested, 0.35% active; AID 920;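 active = inhibition above a set limit, the mean inhibition across all tested compounds plus 3 SD, cut at about 34% in these data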;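 note: 0% = IFN-gamma with DMSO and 100% = IFN-gamma with 300 µM nifuroxazide; values of inactives mirror those of a sister screen read the other way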
STAT3 inh: STAT3 signaling inhibition. U3A cells, IL-6 STAT3-luciferase reporter, luminescence; host cell line lacks STAT1. inhibition, % at 5.5 µM. 190,000 tested, 0.89% active. AID 862;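 active = inhibition above the mean inhibition across all screened compounds plus 3 SD, cut at about 44% in these data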;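 note: 0% = DMSO only wells and 100% = 100 µM nifuroxazide control wells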
S1P3 antag: antagonists of human S1P3 receptor. inhibition, % at 4.98 µM. 170,000 tested, 0.27% active. CHO S1P3 NFAT-BLA reporter, FRET fluorescence, antagonist mode. AID 485. Q99500;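 active = inhibition above the plate cutoff, the mean inhibition of test wells on that plate plus 3 SD, cut at about 28% in these data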;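 note: cells challenged with S1P at its EC80 of 0.8 µM; blue over green emission ratio from cleaved BLA substrate after 4 h stimulation; 0% = S1P-stimulated wells and 100% = unstimulated DMSO-only wells; some compounds past the cut are filed as inactive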
PPARg SRC-2 ag: promotes SRC-2 coactivator recruitment by human PPARgamma; PPARgamma LBD-SRC-2 recruitment, biochemical; 200,000 tested, 0.34% active; activation, % at 8 µM; in the data active = activation above about 22%;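 note: 0% = vehicle and 100% = reference agonist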
Target sequence (P37231 whole entry, looked up, the tested form may be a part): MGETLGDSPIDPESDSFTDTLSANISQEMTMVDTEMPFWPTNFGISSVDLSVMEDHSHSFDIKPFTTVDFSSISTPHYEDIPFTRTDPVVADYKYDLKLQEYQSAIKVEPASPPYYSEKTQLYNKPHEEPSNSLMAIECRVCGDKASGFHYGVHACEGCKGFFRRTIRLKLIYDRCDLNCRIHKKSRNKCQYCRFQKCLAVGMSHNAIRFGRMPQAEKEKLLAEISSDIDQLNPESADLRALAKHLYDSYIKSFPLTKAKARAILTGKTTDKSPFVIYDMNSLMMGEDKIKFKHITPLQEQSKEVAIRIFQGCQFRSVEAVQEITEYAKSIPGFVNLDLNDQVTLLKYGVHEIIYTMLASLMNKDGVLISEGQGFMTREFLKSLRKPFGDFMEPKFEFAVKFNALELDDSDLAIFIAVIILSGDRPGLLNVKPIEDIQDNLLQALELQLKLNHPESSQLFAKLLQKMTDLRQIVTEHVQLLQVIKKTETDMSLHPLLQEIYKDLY
ROMK primary: modulates human ROMK potassium channel activity. 130,000 tested, 2% active. B-score at 10 µM. Tet-inducible ROMK, thallium flux fluorescence; actives lie on both sides. AID 1918. P48048;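 active = signal ratio slope over the read window, or its plate-corrected B-score, at least 3 SD from the plate mean, either direction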;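 note: B-score of the F/F0 ratio slope over 7 to 12 s after thallium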
Target sequence (P48048 whole entry, looked up): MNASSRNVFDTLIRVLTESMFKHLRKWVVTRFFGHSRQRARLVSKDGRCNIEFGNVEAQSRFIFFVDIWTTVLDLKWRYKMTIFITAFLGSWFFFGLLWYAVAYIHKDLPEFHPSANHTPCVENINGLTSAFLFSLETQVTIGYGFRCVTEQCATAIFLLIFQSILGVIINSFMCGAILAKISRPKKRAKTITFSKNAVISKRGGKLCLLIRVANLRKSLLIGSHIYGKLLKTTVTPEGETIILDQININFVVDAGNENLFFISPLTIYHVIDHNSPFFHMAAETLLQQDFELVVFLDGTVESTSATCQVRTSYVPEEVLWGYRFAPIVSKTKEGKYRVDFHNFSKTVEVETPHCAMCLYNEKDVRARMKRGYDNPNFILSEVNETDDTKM
PPARg SRC-3 ag: PPARgamma-driven SRC-3 recruitment agonism | P37231 | biochemical PPARgamma/SRC-3 coactivator recruitment assay | activation, % at 8 µM | 200,000 tested, 0.26% active | AID 731; in the data active = activation above about 23%;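 note: 0% = DMSO and 100% = reference agonist; some compounds past the cut are filed as inactive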
PPARg SRC-1 ag: PPARgamma-driven SRC-1 recruitment agonism; P37231; activation, % at 8 µM; 200,000 tested, 0.41% active; AID 631; PPARgamma-SRC-1 coactivator recruitment biochemical assay; in the data active = activation above about 19%;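 note: 0% = DMSO and 100% = reference agonist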
TLR4 MyD88 comp: inhibitors of human TLR4-MyD88 binding; O00206+Q99836; 200,000 tested, 0.18% active; HeLa CL3-4 TLR4/MyD88 BLA complementation, FRET ratio; inhibition, % at 8.4 µM; in the data active = inhibition above about 25%;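 note: 0% = vehicle and 100% = reference inhibitor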
RAM inhibit: inhibitors of the yeast RAM network. 190,000 tested, 1.8% active. inhibition, % at 50 µM. S. cerevisiae dse1pr::URA3 reporter, 5-FOA growth OD615, 2 d; analog-sensitive cbk1-as2 kinase mutant strain;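 active = inhibition above a set limit, 3 SD over mean compound inhibition, cut at about 8.4% in these data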;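 note: 0% = DMSO-only wells with no growth and 100% = 10 µM 1-NA-PP1 full growth; inhibition rescues growth on 5-FOA so higher OD means more RAM inhibition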
SRC2 TRFRET art: TR-FRET artefact, counter-screen to PPARgamma/SRC-2 agonist assay; active compounds read high; TR-FRET ratio at 8 µM; 200,000 tested, 0.4% active; AID 1049; in the data active = TR-FRET ratio above about 2000; note: inactives centre near 1500
* marks the source's active call; other numbers are inactive results; x = not tested or not shown.

SMILES	STAT3 act	STAT1 blocker	STAT3 inh	S1P3 antag	PPARg SRC-2 ag	ROMK primary	PPARg SRC-3 ag	PPARg SRC-1 ag	TLR4 MyD88 comp	RAM inhibit	SRC2 TRFRET art
CCOc1ccc2nc(SCC(=O)c3ccc(C)s3)sc2c1	101	9	6	x	0	x	11	9	-1	7.1	1691
O=C(c1ccc(Cl)c(S(=O)(=O)N2CCCCCC2)c1)N1CCN(CCO)CC1	99	2	1	x	10	-0.21	3	-4	-8	1.1	1805
COc1ccc(CN2CCN(C(=O)c3ccc4nc(N5CCOCC5)sc4c3)CC2)c(OC)c1OC	99	8	3	-8	6	x	2	2	-17	1.2	1583
O=C1NN(c2ccccc2)C(=O)/C1=C/c1coc2ccccc2c1=O	120	-52	-20	0	0	x	-1	-8	0	-0.6	1446
Cc1cccc(NC(=O)CN2CCCN(S(=O)(=O)c3ccc(Br)s3)CC2)c1	101	1	5	24	-5	-2.4	-5	1	4	2.8	1428
Cc1ccccc1NS(=O)(=O)c1cc(C(=O)NCCC2=CCCCC2)ccc1C	102	7	4	x	6	-0.67	6	-3	-10	6.5	1579
Cc1ccc(C(=O)Nc2ccccc2C(=O)N2CC3(C)CC2CC(C)(C)C3)cc1 (stereo not drawn)	101	6	6	x	4	x	-2	7	-2	0.1	1568
CCOC(=O)C(C(=O)Nc1ccc(C)cc1)C1CCCCC1 (stereo not drawn)	91	-4	17	x	7	2.4	6	1	3	0.6	1614
CCc1nnc(NC2=NCCC2)s1	105	-1	-3	-29	-5	0.91	-1	-3	-5	1.2	1416
COc1cccc(NC(=O)COc2ccc(N3CC(C(=O)NCC(C)C)CC3=O)cc2)c1 (stereo not drawn)	106	-16	-6	2	9	x	6	4	-9	2.0	1345
CCC1(CC)C(=O)N(C)C(=O)NC1=NCc1ccccc1	97	-2	7	1	-2	x	-17	-4	11	0.5	1386
COc1cc(C2C(C#N)=C(N)OC3=C2C(=O)CCC3)c([N+](=O)[O-])cc1OC (stereo not drawn)	98	1	10	x	20	-0.42	-11	0	3	1.2	1549
Cn1c(-c2ccc(F)cc2)cnc1NCc1ccccc1	95	-3	9	23	1	-1.3	0	2	6	-0.4	1678
C=C(C)C1CC=C(CN2CCC(C(=O)OCC)CC2)CC1 (stereo not drawn)	103	-6	4	10	-1	-0.81	-7	-3	-1	0.0	1372
CCn1c(=O)cc(SCC(=O)N2CCN(c3ccccc3F)CC2)c2ccccc21	94	0	10	x	42*	x	34*	30*	17	-1.2	2381*

Ordered by SMILES length (falling): three of the compounds above.
SMILES	STAT3 act	STAT1 blocker	STAT3 inh	S1P3 antag	PPARg SRC-2 ag	ROMK primary	PPARg SRC-3 ag	PPARg SRC-1 ag	TLR4 MyD88 comp	RAM inhibit	SRC2 TRFRET art
Cc1ccc(C(=O)Nc2ccccc2C(=O)N2CC3(C)CC2CC(C)(C)C3)cc1 (stereo not drawn)	101	6	6	x	4	x	-2	7	-2	0.1	1568
CCC1(CC)C(=O)N(C)C(=O)NC1=NCc1ccccc1	97	-2	7	1	-2	x	-17	-4	11	0.5	1386
CCc1nnc(NC2=NCCC2)s1	105	-1	-3	-29	-5	0.91	-1	-3	-5	1.2	1416

Additional structures:
SMILES	STAT3 act	STAT1 blocker	STAT3 inh	S1P3 antag	PPARg SRC-2 ag	ROMK primary	PPARg SRC-3 ag	PPARg SRC-1 ag	TLR4 MyD88 comp	RAM inhibit	SRC2 TRFRET art
COc1ccc(-c2csc(NC(=O)c3cc(=O)c4ccccc4o3)n2)cc1OC	93	8	9	1	-1	0.88	2	-10	-8	1.4	1441
COc1ccccc1-c1nnc(SC/C(O)=C(\C#N)c2nc3ccccc3[nH]2)n1C1CCCCC1	102	8	2	-19	4	-0.039	2	-1	-19	5.3	1580
COCCn1c(SCC(=O)Nc2cccc(S(N)(=O)=O)c2)nc2ccccc21	99	7	7	x	1	0.094	-7	-8	-1	0.1	1323
CCCCN1CCc2c([nH]c3ccccc23)C1=O	102	-39	4	20	1	0.92	-4	-5	-11	3.8	1530
O=C(O)COCC(=O)Nc1ccc2c(c1)CCC2	93	-1	11	-5	17	0.66	1	8	-4	-0.1	1634
O=C(Cn1c(=S)[nH]c2ccccc2c1=O)N1CCN(c2ccccc2)CC1	125	-1	-22	-25	-3	1.6	-1	3	-4	2.5	1558
CC(C)NC(=O)/C(=N\O)c1ccccc1	97	-3	8	x	2	x	1	1	2	1.6	1737
O=C(/C=C/c1ccccc1)N/C(=C/c1ccccc1)C(=O)Nc1ccc(C(=O)O)cc1	104	-2	-8	8	0	1.4	-1	-1	-7	7.0	1569
CCOc1cc(N2CCOCC2)c(OCC)cc1NC(=O)CCS(=O)(=O)c1ccc(Cl)cc1	112	6	-9	-9	-2	x	-4	0	-3	2.8	1557
O=C(CCCc1cccs1)Nc1nccs1	99	-9	3	-9	3	-0.55	5	5	6	-0.5	1598
C=CCOC(=O)N1CCN(c2cccc(C(F)(F)F)c2)CC1	88	2	23	-14	2	x	-5	7	0	0.4	1444
Cc1ccccc1OC(C)c1nc(-c2ccccc2)no1 (stereo not drawn)	101	-5	2	-7	-2	1.1	4	2	25	0.8	1456
CSc1nc(-c2ccccc2)c(-c2ccccc2)[nH]1	106	-5	1	x	-4	-0.38	2	4	0	1.2	1328
Cc1ccc2cccc(Oc3cnccn3)c2n1	103	-5	6	-1	-2	x	0	-3	-19	0.6	1792
CCOC(=O)c1cc(-c2ccccc2)sc1NC(=O)c1ccc(OC)cc1	104	-3	-5	x	-3	x	-2	-2	-2	1.9	1518
COc1cc(C(=O)NC(=S)Nc2ccc(NC(=O)c3ccco3)cc2)cc(OC)c1OC	91	15	11	-2	5	0.068	4	9	1	1.6	1644
O=C(CCCOc1ccc(Cl)cc1Cl)NCC1CCCO1 (stereo not drawn)	103	-3	-3	x	-3	x	-14	-1	4	-0.7	1490
O=c1cc(-c2ccccc2)n(S(=O)(=O)c2ccccc2)o1	94	1	13	x	0	-1.9	3	3	6	-1.5	1750
CCNc1ccc(S(=O)(=O)C(F)(F)F)cc1NC(=O)C12CCC(CC1)C2	96	0	8	0	3	0.68	0	2	-1	3.5	1482
CN(C)C(=O)c1ccc(Oc2ccc(C(=O)N(C)C)cc2)cc1	101	-2	2	-30	1	x	-2	1	-1	-0.1	1603
COc1cccc(-c2csc(N3CCN(CC(=O)NNC(=O)c4ccc(Cl)cc4)CC3)n2)c1	93	4	10	x	5	x	9	8	-2	1.6	1799
Nc1cccc(-c2nc3ccc(N)cc3s2)c1	106	-26	-4	16	8	0.33	-4	4	-9	2.4	1552
COc1ccc(-c2[nH]c(-c3ccc(C)cc3)nc2SCC(=O)Nc2nccs2)cc1	104	5	-3	-19	2	x	-1	2	-3	-0.7	1548
COc1ccc(-n2c(Cc3cccn3C)nnc2SCC(=O)Nc2ccc(C)c(Cl)c2)cc1	106	6	-7	-6	4	x	3	6	-2	4.6	1629
CCOC(=O)C1CCCN(C(=O)c2cc(Nc3ccc(OC)cc3OC)nc3ccccc23)C1 (stereo not drawn)	109	3	-9	x	12	x	7	-2	2	-0.7	1680
O=C(Nc1cc(Sc2ccccn2)cc([N+](=O)[O-])c1)c1cccc(F)c1	96	17	3	-4	-9	-0.68	-3	-3	-12	9.4*	1603
COC(=O)CC1C(=O)NC2CCCCC2N1C(=O)c1ccccc1 (stereo not drawn)	100	5	4	-15	1	x	7	2	-4	-0.3	1881
COc1ccc(C(C)=O)cc1COC(=O)c1ccc(N)c([N+](=O)[O-])c1	101	0	9	1	3	0.82	-2	-4	-2	2.0	1399
Fc1ccc(C2=Nn3c(Cc4ccccc4)nnc3SC2)cc1	102	-1	4	6	5	x	0	0	-10	5.0	1558
Cc1ccc2cc(CN(Cc3nnnn3C3CCCC3)C3CCCCC3)c(=O)[nH]c2c1C	99	0	6	6	2	x	-1	-5	-3	0.7	1769
Cc1ccsc1/C=N/NC(=O)c1ccco1	89	-1	15	3	9	x	10	7	14	1.0	1759
CC(C)NC(=O)COc1ccc(S(=O)(=O)N2CCOCC2)cc1	89	6	13	x	11	-0.13	4	1	-8	0.4	1546
Oc1[nH]c2ccccc2c1C=NCC1CCCO1 (stereo not drawn)	97	-2	9	-6	16	x	-1	6	0	2.0	1611
CCN1C(=O)c2cccc3c(NC(=O)c4ccccc4)ccc1c23	89	7	17	x	15	x	9	8	15	4.3	1453
Cc1ccc(NC(=O)CC2SC(=O)NC2=O)cc1 (stereo not drawn)	88	12	14	1	-6	0.13	2	-3	2	2.4	1721
O=S(=O)(c1ccccc1)c1ccccc1/C=N\O	102	1	5	-11	-9	x	-3	-2	5	2.9	1393
COCCCNCC(=O)Nc1sc(C)c(C)c1C(=O)OC	103	0	-5	x	2	-0.61	-3	9	4	0.1	1599
CCOC(=O)c1ccc2c(c1)sc(=NC(=O)c1ccco1)n2CCOC	102	-1	-2	-4	-2	x	1	1	11	7.0	1409
CCN=C1Sc2nc3ccc(OCC)cc3cc2CN1CCOC	103	0	-6	x	2	0.035	-3	4	-6	1.4	1483
Cc1ccc(SCCCCN2CCNCC2)cc1	78	-11	26	-4	-4	-0.71	-1	0	5	-0.5	1539
CCCN(C(=O)CN1C(=O)NC2(CCCCCC2)C1=O)C1CCS(=O)(=O)C1 (stereo not drawn)	106	-3	-5	-12	8	-0.13	-2	4	5	0.1	1539
Cc1cc(SCNC(=O)c2ccccc2)ncn1	103	13	1	-24	5	x	3	1	-4	2.6	1435
CC(C)c1ccc(-c2noc(C3CCCN(C(=O)c4ccc(F)cc4F)C3)n2)cc1 (stereo not drawn)	94	-5	17	0	1	x	-1	3	3	10*	1489
O=C1CC2C(=O)NCCN2C(=NC(=O)c2ccccc2)N1 (stereo not drawn)	96	-2	7	3	5	0.41	4	9	-2	-0.9	1727
O=C(Cc1ccccc1F)OCC(=O)N1CCc2ccccc21	98	-2	2	-10	-2	0.94	1	0	-7	0.0	1352
CC(C)CCOc1ccc(NC(=O)C2OC3OC(C)(C)OC3C3OC(C)(C)OC23)cc1 (stereo not drawn)	100	2	4	x	12	x	4	-7	-2	1.9	1640
COc1ccc2oc(=O)c(C(=O)N3c4ccccc4CC3C)cc2c1 (stereo not drawn)	102	2	4	x	1	0.27	1	7	0	0.8	1587
COc1ccccc1NC(=O)/C(=N/OCc1ccc(F)cc1)C(C)=O	124	-2	-18	-5	3	-0.25	-3	-5	-3	2.9	1397
CN(C)C(=O)c1cnc(Sc2ncc(C(F)(F)F)cc2Cl)n1C	99	2	1	x	2	-0.58	9	-4	4	-0.5	1381
O=C(CN1CCOCC1)Nc1cccc(C(=O)Nc2cccc(C(F)(F)F)c2)c1	98	3	2	6	1	x	-9	3	-4	-0.1	1519
COc1ccc(C(=O)Nc2scc(-c3ccc(Cl)cc3Cl)c2C(N)=O)cc1	96	-53	10	x	1	x	3	3	-2	2.1	1986*
O=C(Nc1cccc(Cl)c1)Nc1ccc(Br)cc1F	83	-13	20	-12	-3	x	1	-15	6	1.7	1574
Cc1ccnc(NS(=O)(=O)c2ccc(NC(=O)C3CCCCC3)cc2)n1	96	2	9	-37	4	0.89	8	-4	-12	2.3	1609
